Assay outcomes deposited in PubChem by The Scripps Research Institute Molecular Screening Center.
PAFAH1B3 inh: PAFAH1B3 enzyme inhibitors, primary screen, biochemical, fluorescence polarization, human. Platelet-activating factor acetylhydrolase IB subunit alpha1 (Homo sapiens), Q15102. recombinant PAFAH1B3, FP-rhodamine probe. inhibition, % at 3.39 µM. hit rate 0.28% among 340,000. AID 492972, 2010;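 active = inhibition above the screen-wide average of all tested compounds plus 3 SD, cut at about 25% in these data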;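 note: 0% = enzyme with DMSO only and 100% = wells lacking PAFAH1B3 protein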
Target sequence (Q15102 whole entry, looked up): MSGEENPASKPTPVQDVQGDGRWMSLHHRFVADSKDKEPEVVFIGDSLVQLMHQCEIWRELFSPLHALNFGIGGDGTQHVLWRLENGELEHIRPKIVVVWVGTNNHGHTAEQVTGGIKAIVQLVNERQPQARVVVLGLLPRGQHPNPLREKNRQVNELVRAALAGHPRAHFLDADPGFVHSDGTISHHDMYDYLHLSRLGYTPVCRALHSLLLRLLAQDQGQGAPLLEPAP
LYPLA2 inh: LYPLA2 inhibitors, primary screen, counter-screen for PME1 inhibitor project, biochemical, fluorescence polarization, FP-Rh probe ABPP; Acyl-protein thioesterase 2 (Homo sapiens), O95372; recombinant LYPLA2; inhibition, % at 5.9 µM; hit rate 0.38% among 320,000;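 active = inhibition above the screen-wide mean plus 3 SD, limit set per campaign, cut at about 26% in these data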;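 note: 0% = LYPLA2 with DMSO and 100% = wells lacking LYPLA2 enzyme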
Target sequence (O95372 whole entry, looked up): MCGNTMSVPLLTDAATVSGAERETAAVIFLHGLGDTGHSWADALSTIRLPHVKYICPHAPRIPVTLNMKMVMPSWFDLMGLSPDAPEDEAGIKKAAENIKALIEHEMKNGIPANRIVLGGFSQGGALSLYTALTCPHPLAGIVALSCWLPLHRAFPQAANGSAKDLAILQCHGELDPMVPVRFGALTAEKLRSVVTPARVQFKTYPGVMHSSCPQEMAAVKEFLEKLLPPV
GSTO1 inh: inhibitors of recombinant GSTO1, primary screen, counter-screen for RBBP9 inhibitor project, biochemical, fluorescence polarization | Glutathione S-transferase omega-1 (Homo sapiens), P78417 | activity-based probe fluorescence polarization | inhibition, % at 5.96 µM | hit rate 1.1% among 300,000 | AID 1974, 2009;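 active = inhibition above the campaign mean inhibition plus 3 SD, cut at about 35% in these data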;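 note: 0% = GSTO1-1 with DMSO and 100% = wells lacking GSTO1-1 enzyme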
EBNA-1 inhibitor: EBNA-1 DNA-binding inhibitors, primary screen, biochemical, fluorescence polarization | inhibition, % at 14.8 µM | hit rate 0.34% among 300,000 | AID 1950, 2009; in the data active = inhibition above about 28%
PREPL inh: PREPL enzyme inhibitors, primary screen, biochemical, fluorescence polarization | Prolyl endopeptidase-like (Homo sapiens), Q4J6C6 | recombinant PREPL, fluorescence polarization activity-based probe | inhibition, % at 5.96 µM | hit rate 0.68% among 320,000 | AID 2751, 2010; in the data active = inhibition above about 43%;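 note: 0% = enzyme with DMSO and 100% = wells lacking enzyme; many of its hits are not listed in these tables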
LYPLA1 counter: LYPLA1 inhibitors, primary screen, counter-screen for PME1 inhibitor project, biochemical, fluorescence polarization, FP-Rh probe ABPP; recombinant LYPLA1; inhibition, % at 5.9 µM; hit rate 0.16% among 320,000;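 active = inhibition above the mean of all tested compounds plus 3 SD, set per campaign, cut at about 14% in these data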;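 note: inhibitors block serine hydrolase probe labeling of LYPLA1 so polarization falls; 0% = enzyme with DMSO and 100% = wells lacking LYPLA1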
Target sequence (O75608 whole entry, looked up): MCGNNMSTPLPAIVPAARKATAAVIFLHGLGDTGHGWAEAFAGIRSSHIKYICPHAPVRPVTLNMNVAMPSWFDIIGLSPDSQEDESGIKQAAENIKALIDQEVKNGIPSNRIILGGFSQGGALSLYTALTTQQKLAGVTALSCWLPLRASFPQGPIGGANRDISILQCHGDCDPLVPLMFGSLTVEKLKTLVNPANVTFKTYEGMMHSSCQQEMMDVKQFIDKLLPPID
ZTA counter: counter-screen for EBNA-1 inhibitors: inhibitors of Epstein-Barr virus ZTA; AID 2234; hit rate 0.15% among 320,000; ZTA-DNA binding, fluorescence polarization; P03206; inhibition, % at 11 µM; in the data active = inhibition above about 33%
Target sequence (P03206 whole entry, looked up): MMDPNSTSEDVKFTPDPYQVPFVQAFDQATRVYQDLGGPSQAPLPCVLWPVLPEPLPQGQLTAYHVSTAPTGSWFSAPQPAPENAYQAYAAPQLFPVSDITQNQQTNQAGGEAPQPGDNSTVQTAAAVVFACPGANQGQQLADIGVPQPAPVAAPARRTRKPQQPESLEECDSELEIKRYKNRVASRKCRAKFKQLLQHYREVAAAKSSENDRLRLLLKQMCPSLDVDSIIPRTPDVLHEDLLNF
PAFAH2 FP inh: PAFAH2 enzyme inhibitors, primary screen, biochemical, fluorescence polarization, human. Platelet-activating factor acetylhydrolase 2, cytoplasmic (Homo sapiens), Q99487. recombinant PAFAH2, FP-rhodamine activity probe. inhibition, % at 3.39 µM. hit rate 0.99% among 340,000;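 active = inhibition above the mean over all tested compounds plus 3 SD, cut at about 30% in these data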;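 note: inhibitors block probe labeling of enzyme so polarization drops; 0% = enzyme with DMSO and 100% = wells lacking PAFAH2 protein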
PAD4 FP inh: human PAD4 inhibitors, primary screen, biochemical, fluorescence polarization, 1536-well format | hit rate 0.41% among 330,000 | inhibition, % at 6.36 µM | Protein-arginine deiminase type-4 (Homo sapiens), Q9UM07 | recombinant PAD4, RCA probe fluorescence polarization;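 active = percent inhibition above a cutoff equal to the mean of all tested compounds plus 3 SD, cut at about 15% in these data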;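 note: 0% = PAD4 with RCA probe and DMSO and 100% = probe without PAD4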
Numbers without * were called inactive; · = not tested or not shown. The list is partial. The share of hits here may be higher or lower than overall.

SMILES | PAFAH1B3 inh | LYPLA2 inh | GSTO1 inh | EBNA-1 inhibitor | PREPL inh | LYPLA1 counter | ZTA counter | PAFAH2 FP inh | PAD4 FP inh
C#CCOCCOCCOCCNc1nc(N2CCN(C(=O)CCCCCCCCCCNC(=O)[C@H](CO)n3cc(CCCSC)nn3)CC2)nc(N2CCN(C(=O)CCCCCCCCCCNC(=O)[C@H](CO)n3cc(CCCSC)nn3)CC2)n1 | -47 | -60 | -39 | -1 | -8 | -36 | -16 | -30 | -2
CC(=O)c1c(C)[nH]c(C(=O)OCC(=O)Nc2sc3c(c2C#N)CCC(C)C3)c1C (stereo unspecified) | -2 | -10 | -25 | -1 | 13 | -4 | 8 | -1 | -9
S=C1NCN(Cc2ccccc2)CN1 | 1 | 4 | 1 | -1 | -2 | 0 | 7 | 7 | 4
Cc1cc(=O)oc2c(C)c(OCC(=O)NCC3CCC(C(=O)O)CC3)ccc12 (stereo unspecified) | 10 | 2 | -4 | 1 | 5 | -4 | -7 | 12 | -1
CCOC(=O)/C(=C/Nc1ccc(F)c(F)c1)[N+](=O)[O-] | 8 | -5 | 4 | 4 | 9 | 2 | -7 | 1 | 4
CCOC(=O)C(=Cc1ccc(OCc2ccc([N+](=O)[O-])cc2)c(OC)c1)C(=O)OCC | 4 | -10 | 4 | -3 | 25 | -4 | 6 | -4 | -3
COC(C(=O)Nc1ccc(Cl)cc1C)c1ccccc1 (stereo unspecified) | 4 | 8 | 2 | 7 | -3 | 2 | 2 | -2 | 3
O=C(C(=O)N1CCCC1)c1c[nH]c2ccccc12 | 17 | 8 | 0 | 0 | -6 | 4 | 1 | -2 | -2
CCOC(=O)COc1nc(C)c(Br)c(OC)n1 | -1 | -4 | 1 | -9 | -8 | -3 | 3 | -3 | -3
CN1C(=O)[C@H]2[C@@H](/C=C/c3ccccc3)N3C(=O)CN(Cc4ccccn4)C(=O)[C@@]3(Cc3ccccc3)[C@H]2C1=O | -8 | · | · | · | 9 | · | · | 7 | -6
COc1ccc(C[C@H]2CN3C(=NC[C@@H]3Cc3ccccc3)N2CCNC(=O)c2ccc(C)c(Br)c2)cc1 | 1 | 1 | 5 | 2 | 8 | -2 | -16 | -1 | 6
O=C(COc1cc(Cl)c(Cl)cc1Cl)NC(=O)Nc1ccc2c(c1)OCCO2 | 2 | -7 | 3 | 4 | 0 | -6 | 11 | 6 | 3
CCOC(=O)COc1cccc2c(=O)n(CC(=O)NCCc3ccccc3)ccc12 | 2 | 5 | 7 | 7 | -16 | 2 | -4 | 5 | -6
CCN(c1ccccc1)S(=O)(=O)c1ccc(Cl)c(NC(=O)COC(=O)C2CC2C)c1 (stereo unspecified) | 7 | 2 | 1 | -13 | -1 | 0 | -9 | 79* | 3
CC(=O)N1CCOc2cc(S(=O)(=O)N3CCN(c4ccccc4)CC3)c(Cl)cc21 | 5 | -2 | 0 | 10 | -14 | 0 | 5 | 5 | 0
CC(NC(=O)CCC(=O)NC(C)C1COc2ccccc2O1)C1COc2ccccc2O1 (stereo unspecified) | 5 | 12 | -1 | 3 | 0 | 5 | 4 | 0 | -10
O=C(COc1ccc(F)cc1)Nc1nnc(C2CCCCC2)s1 | 9 | 0 | 4 | -3 | 4 | 1 | 4 | 2 | -3
CC(=O)Nc1c(C(=O)N2CCCCCC2)cnn1-c1ccccc1Cl | 8 | 0 | 7 | -4 | 15 | 1 | 0 | 0 | 2
COC(=O)CNC(=O)Cn1nc(C)c([N+](=O)[O-])c1C | 11 | 2 | -3 | 0 | -2 | -1 | -5 | -1 | 3
CN(C)c1cc[n+](Cc2c(Cl)cccc2Cl)cc1 | 21 | 0 | -1 | -12 | 4 | 0 | -6 | -1 | -3
O=C(Nn1c(-c2ccc(F)cc2)nc2ccccc2c1=O)C1CCCCC1 | -5 | -1 | 12 | 7 | -11 | -1 | 1 | -1 | 2
Cc1ccc2nc(-c3ccccc3O)c(Nc3ccc4c(c3)OCCO4)n2c1 | 7 | 0 | -1 | -1 | 6 | -5 | 10 | 5 | 4
CCSc1nsc(NC(=O)Nc2cccc(C(C)=O)c2)n1 | 0 | -12 | -23 | 10 | 4 | -13 | -8 | -3 | -8
CC(C)CC(=O)NNC(=O)c1ccc(Cl)cc1 | -1 | 2 | 0 | 2 | -2 | -5 | -5 | 3 | -1
COc1ccc(/C=N/Nc2ncc(C(F)(F)F)cc2Cl)c(OC)c1OC | 5 | 1 | -2 | -7 | -2 | 3 | 11 | 0 | -8
SMILES | PAFAH1B3 inh | LYPLA2 inh | GSTO1 inh | EBNA-1 inhibitor | PREPL inh | LYPLA1 counter | ZTA counter | PAFAH2 FP inh | PAD4 FP inh
COC(=O)C1=C(C)N(Cc2ccco2)C(=O)N[C@H]1c1ccc(Br)cc1 | · | 2 | 6 | 3 | -16 | -3 | -3 | · | -1
O=C(CN1CCN(c2ncc(C(F)(F)F)cc2Cl)CC1)N1CCN(c2ncc(C(F)(F)F)cc2Cl)CC1 | 11 | -5 | 8 | -3 | 4 | -5 | -7 | -1 | 0
Cc1cc(NC(=O)CCC(=O)NNC(=O)c2ccc(C(C)(C)C)cc2)no1 | 6 | -1 | 6 | 2 | 1 | -3 | 4 | 2 | 2
Cc1cc(C)nc(SCCC(=O)Nc2ccc(F)cc2)n1 | 2 | -1 | 1 | 15 | -5 | 1 | 9 | 7 | 6
O=C(C1CCCO1)N1N=C(c2ccc(Br)cc2)CC1c1ccco1 (stereo unspecified) | 4 | -9 | -2 | 0 | -2 | -3 | -8 | 4 | -2
CC(C)C1=C2OC(N)=C(C#N)C(C#N)=C2C(C)CC1 (stereo unspecified) | 1 | 2 | 1 | -6 | 15 | 1 | -6 | 3 | 0
Cc1ccc(CNC(=O)C(NS(=O)(=O)c2ccc3nc(C)sc3c2)C(C)C)cc1 (stereo unspecified) | 9 | 5 | 1 | 12 | 2 | 0 | 13 | 1 | 4
COc1ccccc1/C=N/OCc1ccc(C#N)cc1 | 2 | 0 | -4 | -13 | 8 | 0 | -9 | 7 | 1
O=S1(=O)C=C(SCc2cccc(Cl)c2)Nc2ccccc21 | -1 | -3 | -2 | 6 | -9 | -5 | 1 | 0 | -2
CCOC(=O)c1cc(C(=O)OCC)cc(-n2c(C)cc(C(=O)CN3CCOCC3)c2C)c1 | 7 | 5 | 2 | -2 | 4 | -6 | 1 | -6 | -1
CCNc1ccc(C(=O)OCC(=O)NCCN2C(=O)CSC2=O)cc1[N+](=O)[O-] | 12 | 6 | 15 | -10 | 0 | 6 | -22 | -2 | -2
COC(=O)N/N=C(\C)c1ccc(C)c([N+](=O)[O-])c1 | 12 | 0 | -1 | 5 | -4 | 1 | 10 | 2 | -1
COc1ccc(CCNC(=O)CSc2cc(=O)[nH]c(N)n2)cc1OC | 5 | 3 | -3 | 5 | 3 | 5 | -1 | 6 | 1
CCOc1ccc(CCNC(=O)C2CCCN(c3ncnc4c3nc3n4CCCCC3)C2)cc1 (stereo unspecified) | 4 | 2 | 5 | -2 | 12 | -1 | 9 | -4 | 3
COc1ccc(NC(=S)NC(=O)CC(C)C)c(OC)c1 | 1 | 7 | 14 | 2 | -1 | 4 | -11 | 1 | -6
NC(=O)c1ccccc1NS(=O)(=O)c1ccc(S(=O)(=O)N2CCCC2)cc1 | 3 | 0 | · | · | 0 | -1 | -10 | 0 | 4
O=C1C2(c3ccccc3)CN(CCCO)CC1(c1ccccc1)CN(CCCO)C2 | 6 | 6 | 9 | 13 | 7 | 0 | 5 | 8 | 0
COc1ccc(S(=O)(=O)Nc2c(NC3CCCCC3)c3ccccc3oc2=O)cc1OC | 7 | -2 | -3 | 22 | -5 | -5 | -4 | 9 | -3
O=C(NCCNCCO)c1c(O)c2cccc3c2n(c1=O)CCC3 | -5 | 2 | 9 | -14 | 10 | -2 | 4 | -1 | -2
CC1(C)OC(=O)C(=NNc2ccc(C(=O)O)cc2)C(=O)O1 | 5 | -2 | -8 | 2 | 1 | 0 | 11 | -4 | -1
COc1ccc(N2CC(O)=C(c3nc(-c4ccc(F)cc4)cs3)C2=N)cc1Cl | 3 | 8 | 10 | 8 | 8 | 2 | 0 | 14 | 0
COc1cccc(OCc2nc3c4cnn(-c5ccccc5)c4ncn3n2)c1 | -11 | 3 | -4 | 5 | -12 | 0 | -9 | 1 | 3
O=C1CCCCN1CCCC(=O)N1CCCC(Nc2ccccc2)C1 (stereo unspecified) | 5 | 5 | 8 | 16 | 13 | 0 | -6 | -1 | 0
CCCCOc1ccc(N2C(=O)CC(NCc3ccncc3)C2=O)cc1 (stereo unspecified) | 4 | -2 | 3 | 1 | -7 | -3 | 1 | 3 | -2
CN(C)CCCN(C(=O)c1ccc(S(=O)(=O)N2CCc3ccccc32)cc1)c1nc2ccc(Cl)cc2s1 | 0 | -18 | -10 | 23 | -13 | -11 | 4 | -3 | 9
SMILES | PAFAH1B3 inh | LYPLA2 inh | GSTO1 inh | EBNA-1 inhibitor | PREPL inh | LYPLA1 counter | ZTA counter | PAFAH2 FP inh | PAD4 FP inh
COc1ccc(-n2cnnc2SCc2ncc(-c3ccccc3)o2)cc1 | 3 | 0 | -2 | -1 | -23 | 0 | 12 | -6 | -2
Cc1cc(C)c(C#N)c(SCC(=O)c2cccs2)n1 | 6 | -5 | -8 | -4 | 25 | 0 | 7 | -2 | -2
O=S(=O)(c1ccc(Cl)c(NC(=S)Nc2ccccc2N2CCOCC2)c1)N1CCOCC1 | 11 | 8 | 2 | 4 | -2 | 1 | -18 | -6 | 0
COc1cccc(NC(=O)C2CCN(S(=O)(=O)c3ccc4c(c3)CC(C)N4C(C)=O)CC2)c1 (stereo unspecified) | 2 | 12 | 4 | 1 | 8 | 2 | -17 | 2 | 0
CC(=O)NCCn1c(SCC(=O)NCc2ccco2)nc2ccccc2c1=O | 2 | 1 | -1 | 3 | -4 | -1 | -1 | 0 | 0
Cc1cc(C(=O)NNCc2ccccc2)no1 | 6 | 3 | 4 | 1 | -2 | -3 | 10 | -6 | -2
O=C(NC1CCSC1=O)C1CCCCC1 (stereo unspecified) | 1 | 7 | 5 | 10 | -6 | 2 | -9 | -5 | -5
Nc1ccc(-c2n[nH]c(=O)c3ccccc23)cc1N | 2 | -6 | -21 | 1 | 8 | -3 | -2 | -5 | -4
COc1ccc(NC(=O)c2ccc(COc3ccccc3Br)o2)c(OC)c1 | · | -8 | -1 | 0 | 17 | -4 | 1 | · | 1

A draw from above in order of molar mass, ascending.
SMILES | PAFAH1B3 inh | LYPLA2 inh | GSTO1 inh | EBNA-1 inhibitor | PREPL inh | LYPLA1 counter | ZTA counter | PAFAH2 FP inh | PAD4 FP inh
O=C(NC1CCSC1=O)C1CCCCC1 (stereo unspecified) | 1 | 7 | 5 | 10 | -6 | 2 | -9 | -5 | -5
Cc1cc(C)c(C#N)c(SCC(=O)c2cccs2)n1 | 6 | -5 | -8 | -4 | 25 | 0 | 7 | -2 | -2
CC(=O)NCCn1c(SCC(=O)NCc2ccco2)nc2ccccc2c1=O | 2 | 1 | -1 | 3 | -4 | -1 | -1 | 0 | 0
COc1cccc(NC(=O)C2CCN(S(=O)(=O)c3ccc4c(c3)CC(C)N4C(C)=O)CC2)c1 (stereo unspecified) | 2 | 12 | 4 | 1 | 8 | 2 | -17 | 2 | 0
O=S(=O)(c1ccc(Cl)c(NC(=S)Nc2ccccc2N2CCOCC2)c1)N1CCOCC1 | 11 | 8 | 2 | 4 | -2 | 1 | -18 | -6 | 0
